# S2 tox – viability counter-screen for ATXN expression inhibitors; 0.49% of 400,000 active; Potency, µM (titrated, usually from 56.7 µM), hits mostly cytotoxic; S2 cells (HEK-293 line with an ATXN2-luciferase reporter) viability, CellTiter-Fluor protease fluorescence, 24 h; also: potency is read from the fitted curve at half-maximal effect; nearly all actives have a fitted effect of over 40% in size
# Nrf2 block – inhibitors of Nrf2 signaling; Potency, µM (highest dose often 46 µM), for the others: top-dose activity change, negative = inhibition, actives largely listed as inhibitors; A549 ARE-Fluc reporter, luciferase luminescence, 18-24 h; 2.1% of 360,000 active; also: potency is read from the fitted curve at half-maximal effect; % is scaled to controls: 0 for no effect and ±100 for the full control effect; nearly all actives have a fitted effect of over 60% in size
#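 Concentration-response testing used A549 ARE_Fluc cells at 5000 cells/well. Following an 18-24 h compound incubation, viability was read by fluorescence (Ex 405/Em 525) and luciferase output by luminescence.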
# HepG2 tox – kills HepG2 cells in TGF-b inhibitor counter-screen; AID 588856; Potency, µM (series often up to 46.1 µM), for inactives: at the top dose activity change, negative = cytotoxicity, actives largely listed as cytotoxic; 0.76% of 410,000 active; HepG2 CAGA-GFP viability, ATP luminescence, 18 h; also: potency is read from the fitted curve at half-maximal effect; some results filed as inactive show a strong effect at the top dose
#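 HepG2 CAGA-GFP cells (1000/well, DMEM with 1% FBS) received compound, then TGF-beta at 500 pg/mL final, and were incubated 18 hours at 37 degrees C. Viability was read by CellTiter-Glo luminescence. Media-only wells were set as complete cell-killing and DMSO as no toxicity.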
# Nrf2 ARE act – activators of Nrf2 (ARE) signaling; AREc32 ARE-luciferase reporter (MCF7-derived line), luminescence, 24 h; Potency, µM (series often up to 46.1 µM), inactives show top-dose activation, usual class: activators; 0.31% of 410,000 active; also: potency is read from the fitted curve at half-maximal effect; % of control where 0% means no effect; nearly all actives have a fitted effect of over 65% in size
#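 Luminescent ARE reporter assay in AREc32_Fluc cells: overnight plating at 37 deg C, 24 hr compound incubation, Steady-Glo added, 30 min RT before reading.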
# TGFb SMAD3 inh – TGF-b pathway inhibition; Potency, µM (top dose mostly 46.1 µM), for inactives: at the highest dose activity, negative = inhibition, actives largely listed as inhibitors; 1.2% of 410,000 active; HepG2 CAGA-GFP TGF-b/SMAD3 reporter, GFP fluorescence, 18 h; TGF-beta stimulated, 500 pg/mL final; also: potency is read from the fitted curve at half-maximal effect; % is scaled to controls: 0 for no effect and ±100 for the full control effect; nearly all actives have a fitted effect of over 65% in size
#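 Smad-responsive CAGA-GFP expression was quantified in HEPG2 cells exposed to compounds and 500 pg/mL final TGF-beta for 18 h at 37 degrees C; unstimulated wells defined full inhibition.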
# MmCpn inh – M. maripaludis TRiC chaperonin inhibition; 0.031% of 330,000 active; purified Mm-Cpn ATPase, ADP Transcreener TR-FRET; Potency, µM (series often up to 76.9 µM), inactives show at the top dose activity, negative = inhibition, most hits filed as inhibitors; AID 504842; also: potency is read from the fitted curve at half-maximal effect; % is scaled to controls: 0 for no effect and ±100 for the full control effect; nearly all actives have a fitted effect of over 80% in size
#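 Quantitative HTS used 25 nM Mm-CPN and 10 uM ATP in magnesium/KCl Tris buffer, pH 7.4, with 1 mM DTT. Hydrolysis ran 30 min at 37°C; ADP was read by HTRF.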
# A549 viability – counter-screen for Nrf2 inhibitors: cytotoxicity in A549 cells | Potency, µM (top dose mostly 46 µM), for inactives: at the highest dose activity change, negative = cytotoxicity, usual class: inhibitors | 0.16% of 390,000 active | A549 ARE-Fluc cells, CellTiter-Fluor viability, 18-24 h; also: potency is read from the fitted curve at half-maximal effect; % is scaled to controls: 0 for no effect and ±100 for the full control effect
#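 Cytotoxicity counterscreen: CellTiter-Fluor fluorescence was measured in A549 ARE_Fluc cells after 18-24 h of compound exposure in a concentration series. The subsequent BugLite luminescent read reports ARE-luciferase activity.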
# pAkt inh – inhibitors of Akt phosphorylation. Neuro2A IGF-stimulated pAkt S473 HTRF, 20 min; hits give low values. activity change, % for hits at 50 µM. 0.32% of 360,000 active; in the data active = activity change below about -80%; inconclusive = mostly about -51% to -80%; also: % is scaled to controls: 0 for no effect and ±100 for the full control effect
#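 Neuro2A cells in DMEM with 0.5% FBS, overnight at 37 deg C, given compound at single 50 µM final, then IGF (6 nM final) for 20 min at 37 deg C. Lysed; phospho-Akt Ser473 by HTRF after 24 h, 665/615 ratio.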
# CCT modulator – cytosolic chaperonin activity modulation. purified chaperonin ATPase assay, HTRF ADP detection, 30 min. activity change, % (concentration not given with the values), hits read low. 0.3% of 360,000 active; in the data active = activity change below about -30%; also: % is scaled to controls: 0 for no effect and ±100 for the full control effect
#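 First, chaperonin was dispensed at 40 nM or 20 nM final depending on batch activity. Next, compounds were pinned at 76 uM and ATP added at 10 uM. After 30 min at 37 °C, ADP detection reagents ran 30 min at ambient temperature.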
# * marks the source's active call; other numbers are inactive results; i = inactive; u = inconclusive; x = no result given; [ ] = another dose, or the depositor's remark. Unless noted, calls follow the shape of the dose curve; as a rule, active = well fitted curve in the direction sought with a large enough effect; inconclusive = small, poorly fitted or top-dose-only effect, or another doubt; inactive = no such curve, though single readings can be large; an effect the other way counts as inactive or inconclusive. Compounds were not picked by outcome (roughly 4.4% active in at least one column).
SMILES,S2 tox,Nrf2 block,HepG2 tox,Nrf2 ARE act,TGFb SMAD3 inh,MmCpn inh,A549 viability,pAkt inh,CCT modulator
CC1CCCCC1NC(=O)C1CCC(CNS(=O)(=O)c2ccc(F)cc2)CC1 (centres undefined),i,5.3%,2.5%,-0.5%,0.0%,0.2%,2.0%,i,-3.4
CC(C)n1c(=O)[nH]c2ccccc21,i,0.2%,-6.2%,-0.5%,-20.7%,-1.2%,-11.2%[1.84 µM],i,-1.2
COc1ccc(OC)c(NS(=O)(=O)c2ccc(NC(C)=O)cc2)c1,i,-2.7%,-18.7%,-0.4%,-3.1%,0.8%,-11.4%,i,-3.2
CCC(=O)Nc1cccc(NC(=S)NC(=O)c2ccccc2Cl)c1,i,u,-12.6%,3.5%,-0.2%,0.2%,-3.6%,i,-2.9
COC(=O)CC1COc2ccccc2N1C(=O)c1cccc(C(F)(F)F)c1 (centres undefined),i,-20.2%,8.3%,-0.1%,-9.3%,-0.1%,-2.4%,i,2.8
Cc1ccc(-n2ncc3c2CC(C)(C)CC3NC(=O)CCCN2CCCC2=O)cc1 (centres undefined),i,-13.1%,1.2%,-0.7%,-3.8%,2.0%,0.4%,i,-5.1
CCn1c(SCC(=O)N2CCCCCC2)nc2c([nH]c3ccccc32)c1=O,u,6.8%,0.0%,2.9%,7.5%,-28.8%,-5.1%,i,0.5
C=CCn1c(SCc2ccc3nonc3c2)nnc1-c1cccs1,i,16.6%,-5.4%,3.7%,-2.0%,-0.9%,12.7%,i,-1.8
Cc1cccc(NC(=O)c2cc(Cl)ccc2[N+](=O)[O-])c1,i,-2.5%,36.3%,0.5%,-0.7%,0.7%,-3.8%,i,-0.9
CC(C)Oc1ccc(C(=O)NC(Cc2c[nH]c3ccccc23)C(=O)NN)cc1 (centres undefined),i,0.8%,4.4%,-0.4%,12.7%,0.3%,13.8%,i,-1.1

# Single values from the entries so far:
# Value for `CC(C)Oc1ccc(C(=O)NC(Cc2c[nH]c3ccccc23)C(=O)NN)cc1` (centres undefined) under HepG2 tox: 4.4%
# Value for `Cc1cccc(NC(=O)c2cc(Cl)ccc2[N+](=O)[O-])c1` under Nrf2 block: -2.5%
# Value for `C=CCn1c(SCc2ccc3nonc3c2)nnc1-c1cccs1` under HepG2 tox: -5.4%

# Next part.
SMILES,S2 tox,Nrf2 block,HepG2 tox,Nrf2 ARE act,TGFb SMAD3 inh,MmCpn inh,A549 viability,pAkt inh,CCT modulator
COc1ccc(CC(=O)Nc2nc(C)cs2)cc1S(=O)(=O)N1CCOCC1,i,8.4%,5.7%,-0.7%,-3.4%,-1.5%,-4.1%,i,1.3
O=C(NCc1ccco1)C1CCCN(S(=O)(=O)c2cccc3cccnc23)C1 (centres undefined),i,-25.0%,-14.8%,4.1%,-21.7%,0.1%,-1.8%,i,-2.0
COc1ccccc1CN1CC(C(=O)N(C)CCOc2ccccc2)CCC1=O (centres undefined),i,7.4%,12.4%,-0.6%,0.9%,1.1%,-0.4%,i,0.9
NN/C(=C\[N+](=O)[O-])Nc1ccccc1,i,u,-5.9%,11.2%,-25.0%,1.1%,1.7%,i,-1.6
CCc1ccc2c(CC(=O)Nc3cccc(S(=O)(=O)N4CCOCC4)c3)coc2c1,i,u,-14.8%,6.8%,u,-2.6%,0.0%,i,0.0
O=C(O)c1ccc(Nc2nc(-c3ccccc3)nc3ccccc23)cc1,u,u,-29.3%,5.1%,-9.7%,-2.8%,-5.0%,i,0.3
CCOc1ccc(N2C(=O)CC(N3CCN(c4ccccc4F)CC3)C2=O)cc1 (centres undefined),i,-3.6%,10.6%,0.1%,0.0%,0.0%,-1.2%,i,-2.0
COc1cccc(NC(=O)CN2C(=O)CSc3ccc(S(=O)(=O)N4CCC(C)CC4)cc32)c1,i,u,-7.0%,-0.1%,u,1.5%,-11.5%,i,-8.6
CC1CCN(C(=O)c2ccc(S(=O)(=O)N3CCCCCC3)cc2)CC1,i,1.2%,-53.4%,0.4%,-2.5%,2.7%,-2.9%,i,2.0
CCN1C[C@@H]2[C@@H]3C(=O)N(Cc4ccccc4)C(=O)[C@@H]3[C@](Cc3ccccc3)(C1=O)N2C(=O)c1ccc(Cl)cc1,i,4.6%,-2.7%,-1.3%,5.0%,x,-10.2%,i,-0.9
COc1ccc(NS(=O)(=O)c2cc(NC(=O)c3ccc(F)cc3)ccc2OC)cc1,i,-5.6%,19.0%,-0.2%,-24.9%,-2.0%,-0.2%,i,-3.0
Cc1nc(N[C@@H](Cc2ccccc2)C(=O)O)c2oc3ccccc3c2n1,i,2.6%,-52.3%,-0.8%,3.1%,2.2%,12.8%,i,-3.9
C#CCOCCOCCOCCNc1nc(N2CCN(C(=O)Cn3cc(CCCN=C(N)N)nn3)CC2)nc(N2CCN(C(=O)Cn3cc(CC(C)O)nn3)CC2)n1 (centres undefined),i,4.4%,-1.3%,0.6%,-2.0%,x,-4.7%,i,-0.1
O=C(N/N=C/c1cnc(N2CCCCC2)s1)c1ccc(C(F)(F)F)cc1,i,u,0.3%,0.6%,-8.6%,1.6%,-26.3%,i,-2.6
O=C(COc1ccc(F)cc1)NNC(=O)c1cc2ccccc2oc1=O,i,-25.5%,-19.8%,-1.8%,3.5%,-0.7%,-6.7%,i,-0.7
COCCC(=O)N(Cc1ccc2c(c1)OCO2)C(C(=O)NC1CCCCC1)c1ccncc1 (centres undefined),i,-0.4%,3.1%,-0.2%,1.7%,-2.6%,-5.7%,i,-1.3
CCn1ncc(C2=NOC(C(=O)NCc3ccc(Cl)cc3)C2)c1C (centres undefined),u,x,-3.6%,-0.3%,-15.3%,-2.3%,-18.4%,x,-2.2
COc1ccccc1N1CCN(C2C(=O)c3ccccc3N2C(C)=O)CC1 (centres undefined),x,u,-28.4%,1.0%,0.0%,x,0.3%,x,x
O=C(O)COn1c(-c2ccc(Cl)cc2)nc2ccc(Cl)cc21,i,u,-33.7%,4.1%,-3.4%,0.8%,0.6%,i,1.0
O=c1cc(O)n(C2CCCCCC2)c(=O)[nH]1,i,10.5%,-2.1%,0.2%,-3.6%,-15.0%,-0.1%,i,1.5
CCOC(=O)c1sc(NC(=O)CSc2nc3c(cc2C#N)CCCCCC3)c(C#N)c1C,x,-16.8%,-17.4%,0.2%,20.7%,-0.1%,3.8%,i,0.5
O=C(Nc1ccc(S(=O)(=O)NC2=NCCCCC2)cc1)c1ccco1,i,0.0%,-1.1%,0.4%,-1.9%,1.3%,-1.1%,i,0.1
O=C(C1=C[C@H](c2ccc(Br)cc2)C[C@H](OCc2ccc(CO)cc2)O1)N1CCOCC1,u,0.2%,-9.6%,-1.3%,-6.7%,x,-8.6%,i,0.2
Cc1csc(NC(=O)CSc2nnc(-c3ccoc3C)n2C(C)c2ccccc2)n1 (centres undefined),i,u,-1.9%,-0.3%,-1.6%,-0.2%,-2.0%,i,1.5
CCOC(=O)N1CCN(C(=S)NC(=O)c2cncc(Br)c2)CC1,i,12.3%,6.3%,1.8%,-9.7%,u,0.2%,i,-1.0
Nn1c(SCC(=O)Nc2nnc(-c3ccccc3)o2)nnc1C1CC1,i,-5.9%,-9.0%,-0.5%,12.3%,-4.2%,4.1%,i,-0.2
COC(=O)C1=C(C)N=C2SC(C#N)=C(N)N2C1c1cccc(OC)c1 (centres undefined),i,1.4%,-0.1%,8.0%,-1.1%,-2.0%,-18.6%,-114.7%*,0.0
O=C(c1ccc(NC2=NC3CS(=O)(=O)CC3S2)cc1)N1CCN(c2ccc([N+](=O)[O-])cc2)CC1 (centres undefined),u,12.0%,8.6%,-0.9%,8.1%,0.1%,u,i,-3.2
CC(C(O)C12CC3CC(CC(C3)C1)C2)N1CCCCC1 (centres undefined),i,11.4%,-23.0%,-1.0%,-9.9%,1.3%,-0.3%,i,-0.4
CC(=O)OC1C=CCC2C(=O)c3cccc(O)c3C(O)C12 (centres undefined),i,-4.9%,-1.2%,0.1%,-22.3%,x,7.8%,i,0.1
Cc1ccc(C(C[N+](=O)[O-])c2c(C)cc3ccccn23)cc1 (centres undefined),u,8.1%,-15.2%,6.1%,9.6%,-18.9%,7.9%,i,-2.9
Cc1ccc(-n2nc(C)c3c(C(=O)O)cc(C)nc32)cc1,x,-4.6%,-9.9%,1.3%,-8.5%,x,-14.0%,x,x
CC(C)C(=O)NCC(c1ccc2c(c1)OCO2)N1CCN(c2ccccc2)CC1 (centres undefined),i,x,-10.8%,-0.1%,-1.2%,x,-7.0%,x,x
CC(C)(C)OC(=O)N1CCC(c2c(C(=O)N3CCN(c4ccccn4)CC3)cnn2-c2cccc(F)c2)CC1,x,u,4.7%,-0.8%,0.0%,x,-1.4%,x,x
Cc1cccc(NC(=O)CN(C)S(=O)(=O)c2ccc3c(c2)c(=O)n(C)c(=O)n3C)c1,u,u,-1.0%,-0.3%,-15.6%,x,-3.5%,x,x
O=C(CCN=C1NS(=O)(=O)c2ccccc21)OCc1nnc(-c2ccc([N+](=O)[O-])cc2)o1,i,5.6%,-13.6%,-0.1%,-6.5%,-1.2%,-1.7%,i,-1.8
Fc1ccc(-c2ccnc3nc(N4CCOCC4)nn23)cc1,u,13.0%,-17.5%,-0.1%,-41.5%,-5.7%,0.5%,i,-0.9
O=[N+]([O-])c1cc(S(=O)(=O)N2CCCCCC2)ccc1F,x,-15.8%,-99.4%,3.4%[9.22 µM],u,1.6%,0.6%,i,0.1
Cc1cnc(CNC(=O)C2CCC(=O)N(CCc3cccc(F)c3)C2)[nH]1 (centres undefined),i,12.8%,-2.3%,-0.5%,-7.5%,-0.1%,13.1%,i,-0.7

# Source: PubChem
